TIM10 inh: growth inhibitors of isogenic TIM10 control yeast, primary screen, counter-screen for tim10-1 yeast inhibitor project, luminescence, uHTS | inhibition, % at 10 µM | 330,000 compounds, 1.4% hits | S. cerevisiae TIM10 strain growth, BacTiter-Glo luminescence, 24 h;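 active = inhibition of 40% or more at the single tested concentration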;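 note: wild-type TIM10 isogenic control strain grown at permissive 25 °C; 0% = DMSO yeast wells and 100% = minimal medium wells without yeast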
Mdm2-MdmX inh: inhibitors of human Mdm2-MdmX association, primary screen, cell-based, luminescence, split luciferase, SaOS-2, uHTS; Protein Mdm4 (Homo sapiens) + E3 ubiquitin-protein ligase Mdm2 (Homo sapiens), …; 330,000 compounds, 3% hits; inhibition, % at 8 µM; SaOS-2 split-luciferase Mdm2/MdmX complementation;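 active = inhibition of at least 50% at 8 µM in the primary screen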
Target sequence (O15151 whole entry, looked up): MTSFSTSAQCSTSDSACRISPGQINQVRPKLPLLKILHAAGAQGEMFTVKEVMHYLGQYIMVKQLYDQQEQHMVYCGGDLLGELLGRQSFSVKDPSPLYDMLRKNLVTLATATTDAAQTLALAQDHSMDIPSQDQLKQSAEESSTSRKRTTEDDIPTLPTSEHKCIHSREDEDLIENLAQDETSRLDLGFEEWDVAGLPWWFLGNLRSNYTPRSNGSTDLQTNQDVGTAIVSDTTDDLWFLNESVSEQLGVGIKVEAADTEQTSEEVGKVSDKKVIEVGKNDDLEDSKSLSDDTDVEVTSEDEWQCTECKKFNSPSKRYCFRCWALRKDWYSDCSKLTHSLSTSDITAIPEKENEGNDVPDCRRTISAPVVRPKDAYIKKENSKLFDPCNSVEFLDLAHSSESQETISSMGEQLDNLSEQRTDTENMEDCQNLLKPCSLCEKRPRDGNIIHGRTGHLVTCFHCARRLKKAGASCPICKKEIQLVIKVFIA
Target sequence (Q00987 whole entry, looked up): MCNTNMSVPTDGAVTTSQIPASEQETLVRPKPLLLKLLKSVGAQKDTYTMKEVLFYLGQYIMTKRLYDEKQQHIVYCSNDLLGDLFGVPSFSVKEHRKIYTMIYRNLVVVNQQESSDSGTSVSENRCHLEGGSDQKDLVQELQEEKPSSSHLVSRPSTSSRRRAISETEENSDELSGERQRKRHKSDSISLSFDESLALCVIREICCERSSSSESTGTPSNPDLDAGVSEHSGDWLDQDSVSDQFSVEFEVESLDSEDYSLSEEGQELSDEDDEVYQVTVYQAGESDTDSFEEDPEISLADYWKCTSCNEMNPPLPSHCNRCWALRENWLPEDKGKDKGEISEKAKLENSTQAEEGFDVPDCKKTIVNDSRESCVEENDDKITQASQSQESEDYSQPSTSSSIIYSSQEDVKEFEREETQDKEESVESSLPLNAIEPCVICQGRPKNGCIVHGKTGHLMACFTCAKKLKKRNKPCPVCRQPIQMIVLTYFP
tim23-1 inh: growth inhibitors of tim23-1 mutant yeast, primary screen, luminescence, uHTS; inhibition, % at 20 µM; 330,000 compounds, 1.3% hits; S. cerevisiae tim23-1 growth, BacTiter-Glo luminescence, 24 h;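 active = growth inhibition of the mutant yeast at or above 50%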;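 note: temperature-sensitive mutant grown at 25 °C; plate controls were DMSO-treated mutant yeast for no effect and medium wells lacking yeast for full effect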
697 NFkB inh: inhibitors of PMA/ionomycin-induced NF-kB reporter, 697 cells, primary screen, B-cell NF-kB inhibitor project, cell-based, luminescence, uHTS | inhibition, % at 4 µM | 330,000 compounds, 0.33% hits | 697 B-cell NF-kB luciferase reporter, 16 h | AID 435022, 2010; in the data active = inhibition above about 35%
Jurkat NFkB inh: inhibitors of induced NF-kB luciferase reporter, primary screen, TCR NF-kB activation inhibitor project, cell-based, luminescence, uHTS; Jurkat, PMA/ionomycin-induced NF-kB luciferase reporter; inhibition, % at 4 µM; 330,000 compounds, 0.53% hits; AID 435003, 2010; in the data active = inhibition above about 50%
CHOP UPR activ: activators of apoptotic CHOP UPR arm, primary screen, cell-based, CHO-CHOP luciferase reporter, luminescence, uHTS | UPR activation; percent of tunicamycin response over DMSO baseline | activation, % at 10 µM | 330,000 compounds, 0.34% hits;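 active = at 10 µM dose, activation of 40% or more, normalized to positive control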;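 note: 100% = tunicamycin at 10 µg/mL and 0% = DMSO alone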
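Evaluation: % reporter activation, DMSO baseline versus tunicamycin full activation; System: CHO-CHOP luciferase reporter cell line; Input: 500 cells/well; Incubation: 6 h compound treatment, 37 °C; Measured by: Steady-Glo luciferase luminescence; Dosing: one dose, 10 µM in 0.5% DMSO; Buffer or medium: F12 medium, 10% FBS; Benchmarks: positive tunicamycin 10 µg/mL, negative DMSO alone.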
UPR XBP1 act: activators of adaptive XBP1 UPR arm, primary screen, cell-based, CHO-XBP1 luciferase reporter, luminescence, uHTS | activation, % at 20 µM | AID 463104, 2010 | IRE1-XBP1 UPR activation; percent of tunicamycin response, DMSO as zero | 330,000 compounds, 0.33% hits;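 active = versus positive control, 20 µM dose yields 30% or more activation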;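 note: 100% = tunicamycin at 10 µg/mL and 0% = DMSO only wells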
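Material: CHO-XBP1 cells stably carrying IRE1-XBP1-driven luciferase reporter / Amount: 1000 cells per well / Compound: 20 µM, 1% DMSO / Times: 6 h treatment, 37 °C / Detection: luciferase luminescence / Measure: % activation of reporter signal versus tunicamycin and DMSO controls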
tim10-1 inh: growth inhibitors of tim10-1 mutant yeast, primary screen, luminescence, uHTS | 330,000 compounds, 2.2% hits | S. cerevisiae tim10-1 ts strain growth, BacTiter-Glo, 24 h | inhibition, % at 20 µM;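 active = inhibition of at least 40%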;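 note: mutant grown at 25 °C; 0% = DMSO wells with yeast and 100% = wells holding no yeast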
Numbers without * were called inactive. Random draw from the library; overall some 6.6% were active at least once.

The opening two records as a preview:
Value order: TIM10 inh	Mdm2-MdmX inh	tim23-1 inh	697 NFkB inh	Jurkat NFkB inh	CHOP UPR activ	UPR XBP1 act	tim10-1 inh
COc1ccc(/C=N/NC(=O)CCC(=O)Nc2ccc(Br)cc2)c(OC)c1
  -8	-14	14	15	3	0.5	-3	-14
CC(OC(=O)Cc1ccccc1F)C(=O)Nc1ccc(Cl)cn1 (centres undefined)
  0	2	11	5	12	-1.2	0	15

The listing, from the first entry:
Value order: TIM10 inh	Mdm2-MdmX inh	tim23-1 inh	697 NFkB inh	Jurkat NFkB inh	CHOP UPR activ	UPR XBP1 act	tim10-1 inh
COc1ccc(/C=N/NC(=O)CCC(=O)Nc2ccc(Br)cc2)c(OC)c1
  -8	-14	14	15	3	0.5	-3	-14
CC(OC(=O)Cc1ccccc1F)C(=O)Nc1ccc(Cl)cn1 (centres undefined)
  0	2	11	5	12	-1.2	0	15
COC(=O)CCCC1=CC2=CC(=O)C(C)(OC(=O)c3cccs3)C(=O)C2=CN1c1ccc(OC)cc1 (centres undefined)
  1	10	3	14	4	1.0	0	-5
Cc1cc(=O)[nH]c(SCC(=O)Nc2nc(-c3ccccc3)c(-c3ccccc3)o2)n1
  7	27	1	-15	-5	-1.3	-2	33
CCCCN(C)CCCNC(=O)c1cc(-c2cccs2)nc2ccccc12
  -14	22	-7	10	-23	-0.5	-3	19
CC(/C=C/c1ccc2c(c1)OCO2)=N/NC(=O)CNc1ccc(C)cc1
  -2	3	-4	-23	6	-0.4	0	-11
CCOc1ccc(CN(C(=O)c2cc3ccccc3oc2=O)C2CC2)cc1
  -42	-12	17	-22	10	0.6	1	1
CC1(C)CC(=O)C(CC(=O)Nc2cc(C(F)(F)F)ccc2Cl)C(=O)C1
  23	5	33	-20	-4	-1.0	-3	22
O=C(CN1C(=O)COc2ccccc21)c1cccc(Cl)c1
  14	23	15	24	18	-0.1	-1	33
CC(C)(CO)NS(=O)(=O)c1ccc2c(c1)oc(=O)c1cc(S(=O)(=O)NC(C)(C)CO)ccc12
  -7	-3	-8	10	7	2.3	0	-10
COc1cc(NS(=O)(=O)c2ccc(NC(=O)COc3cccc(C)c3)cc2)nc(OC)n1
  5	-33	5	7	7	2.8	0	-16
COC(=O)c1cc2sc(Cl)cc2n1CC(=O)NCCC(C)C
  -25	-9	-26	-34	1	-1.6	0	7
COC(=O)C1=C(C)OC(N)=C(C#N)C1c1ccc(OC)c(CSc2ccccn2)c1 (centres undefined)
  36	6	35	-40	-1	-0.3	-3	27
COCc1cc(C)n(CC(=O)Nc2cccc(C)c2)c(=O)c1C#N
  4	-8	-1	13	2	-0.6	-1	2
COc1ccccc1/C=C1\SC(=S)N(CCC(=O)N2CCN(C)CC2)C1=O
  20	15	26	-7	-15	-0.9	-6	32
CC(=O)c1ccc(Sc2nnnn2-c2ccccc2)c([N+](=O)[O-])c1
  17	85*	46	-10	2	1.4	-2	46*
COc1ccc(CCN2C(=O)CC(NNC(=O)c3ccccc3Br)C2=O)cc1 (centres undefined)
  14	20	22	-23	-5	-0.1	0	12
Cc1ccc(Sc2cnn(-c3ccccc3)c(=O)c2Cl)cc1
  52*	35	44	6	13	-4.5	-3	39
CC(=O)c1ccc(NC(=O)COC(=O)c2c[nH]c3ccccc23)cc1
  8	5	-9	6	10	0.6	-1	-1
COc1cc(C2c3c(-c4ccccc4)n[nH]c3C(=O)N2c2ccccc2)ccc1O (centres undefined)
  16	21	20	-43	8	-0.7	2	26
CNc1nc(Oc2ccc(=O)n(C)n2)nc(N2CCOCC2)n1
  10	7	2	11	7	-2.0	-1	-8
COc1ccc(N2CCN(C(=O)[C@@H](NC(=O)c3cc(OC)cc(OC)c3)C(C)C)CC2)cc1
  -12	26	5	-11	-2	-1.5	-6	-1
O=C(c1cccc(F)c1)N1CCN(c2cccc(C(F)(F)F)c2)CC1
  20	14	29	7	2	2.1	0	32
CCOc1ccccc1NC(=S)N1C2CCC1CC(NC(=O)NC13CC4CC(CC(C4)C1)C3)C2 (centres undefined)
  4	7	20	-23	0	-0.4	-1	20
Cn1c(COc2ccccc2)nnc1SCC(=O)NNC(=O)C1CCCCC1
  -16	1	8	23	0	0.3	-2	14
CCCc1cc(=O)oc2cc(C)cc(OCC(=O)NCCCn3ccnc3)c12
  -2	-1	4	-6	3	1.1	-3	7
Cc1cc(C)n2cc(CSc3nc4cc(Cl)ccc4o3)nc2n1
  14	-36	24	4	-2	-1.7	2	28
C=CCn1c(COc2cccc3ccc(C)nc23)nnc1SCC(=O)OC
  9	-4	12	-3	3	0.3	1	25
COc1ccccc1CN(CC(=O)NCC1CCCO1)C(=O)CNS(=O)(=O)c1ccc(C)cc1 (centres undefined)
  4	3	4	-3	-16	0.6	-3	-4
CCNC(=O)N1CCC(n2nccc2NC(=O)CCOc2ccccc2)CC1
  2	-10	8	-46	-8	-0.1	-4	-13
O=C(CSCc1nc2ccccc2[nH]1)N1CCN(c2ccc(F)cc2)CC1
  13	-13	12	-22	1	-0.5	0	14
CC(C)N1CCN(Cc2ccsc2)CC1CCO (centres undefined)
  2	14	2	8	-2	0.9	0	-11
Cc1ccc(C(=O)Nc2c3c(nn2C(C)(C)C)CS(=O)(=O)C3)cc1C
  5	5	1	18	5	0.5	-2	0
COc1cccc(CC(=O)NCC2(N3CCCCC3)CCCCC2)c1
  18	-9	10	6	1	0.9	1	6
CCN(C1CCCCC1)S(=O)(=O)c1ccc(S(=O)(=O)NCCc2ccncc2)cc1
  9	16	22	-3	6	0.1	-1	16
C/C(=N\NC(=O)c1cc(C)oc1C)c1ccc2c(c1)OCO2
  9	-21	19	7	-12	4.6	7	15
Nn1c(SCc2nc3ccccn3c2Br)nnc1-c1cccnc1
  -12	11	-4	9	-19	-1.5	0	6
COc1ccc(Nc2ncnc3sc(-c4ccccc4)cc23)cc1
  24	28	15	8	7	-0.9	-1	20
COC(=O)C(C)N1C(=O)S/C(=C\c2ccc(-c3ccc(C(=O)O)cc3C)o2)C1=O (centres undefined)
  14	-2	35	-47	7	2.5	0	13
O=C(C1CCN(S(=O)(=O)N2CCC3(CC2)OCCO3)CC1)N1CCC(Cc2ccccc2)CC1
  -2	-18	11	-56	-5	-1.6	-5	16
Cc1ccc(C(=O)N2c3ccccc3NC(=O)C2C)cc1 (centres undefined)
  10	-6	11	7	-5	-0.6	-2	11
CC(=O)NC1(c2ccccc2)CCN(c2nc(C)cc(C)n2)CC1
  -20	13	-6	-1	-7	-0.7	1	-10
Cc1cccc(NS(=O)(=O)c2csc(C(N)=O)c2)c1C
  3	16	0	3	-6	0.8	-3	3
Cc1ccc(N/N=C2\CCS(=O)(=O)c3sccc32)cc1
  -55	4	-9	-5	-4	0.4	2	-27
CCCCn1nc2cc(C(=O)NCc3cc(C(F)(F)F)cc(C(F)(F)F)c3)ccc2c1OCC
  -2	17	2	7	-5	-1.8	1	-19
CC(/C=N/n1c(-c2ccc(C)cc2)n[nH]c1=S)=C\c1ccco1
  6	13	29	-19	-10	-1.4	-1	22
Cn1c(SCC(=O)NCc2cccs2)nnc1-c1ccc(O)cc1
  12	-22	-8	4	23	0.5	1	-3
O=S1(=O)CCC(NC(=S)Nc2ccc(Cl)cc2)C1 (centres undefined)
  -4	15	12	19	-9	1.1	-1	-1
Cc1cc(C)cc(NC(=S)NC2CC3CCCC(C2)N3CC(C)C)c1 (centres undefined)
  0	-2	5	-14	-2	-0.2	0	0
CC(C)(C)n1nnnc1C(c1ccc(Cl)cc1)N1CCSCC1 (centres undefined)
  4	16	28	-8	-14	-2.2	1	29
O=C(COc1cccc(-n2cnnn2)c1)NCCC1=CCCCC1
  14	14	15	14	5	-1.8	-1	20
COc1cc(-c2nc(C)c(C(C)=O)n2O)ccc1OCC(=O)Nc1ccc(Cl)cc1
  15	26	26	13	10	-0.3	0	17
CCCCn1c(=O)c(CCC(=O)OCC(=O)NC(=O)NCCC(C)C)nc2ccccc21
  13	8	23	15	2	2.3	1	13
CCCCCC(=O)O/N=C(\C)c1ccn(S(=O)(=O)c2ccccc2)c1
  18	20	23	10	5	1.3	0	13
Cc1ccc(S(=O)(=O)N(C)c2ccc(OC(=O)c3cc(=O)[nH]c4ccccc34)cc2)cc1
  10	20	3	-34	-18	0.4	3	13
Cc1ccc2nc(-c3ccc(SCC(=O)Nc4ccc5c(c4)OCCO5)nc3)[nH]c2c1
  8	-34	-1	-8	-153	5.2	1	1
NC(=O)c1nn(-c2ccccc2)c(=O)cc1O
  15	-2	1	20	2	1.4	0	-1
Cc1[nH]c2ccccc2c1C(Nc1nccs1)c1ccncc1 (centres undefined)
  -1	9	5	-14	1	-2.3	-1	13
COc1ccc(-c2csc(NC(=S)NC(=O)/C=C/c3ccco3)n2)cc1Br
  -24	85*	-11	-56	38	18	202*	-6
COc1ccc(CCN2C(=O)C(C)=C(C)C2=O)cc1OC
  -2	15	2	7	9	0.6	-3	5

Arranged by value in 697 NFkB inh (falling): six from the list above
| mol | Mdm2-MdmX inh | 697 NFkB inh | Jurkat NFkB inh | UPR XBP1 act |
| --- | --- | --- | --- | --- |
| NC(=O)c1nn(-c2ccccc2)c(=O)cc1O | -2 | 20 | 2 | 0 |
| O=S1(=O)CCC(NC(=S)Nc2ccc(Cl)cc2)C1 (centres undefined) | 15 | 19 | -9 | -1 |
| CCCCn1c(=O)c(CCC(=O)OCC(=O)NC(=O)NCCC(C)C)nc2ccccc21 | 8 | 15 | 2 | 1 |
| Cc1ccc2nc(-c3ccc(SCC(=O)Nc4ccc5c(c4)OCCO5)nc3)[nH]c2c1 | -34 | -8 | -153 | 1 |
| Cc1cc(C)cc(NC(=S)NC2CC3CCCC(C2)N3CC(C)C)c1 (centres undefined) | -2 | -14 | -2 | 0 |
| CC(/C=N/n1c(-c2ccc(C)cc2)n[nH]c1=S)=C\c1ccco1 | 13 | -19 | -10 | -1 |

The listing continues:
Value order: TIM10 inh	Mdm2-MdmX inh	tim23-1 inh	697 NFkB inh	Jurkat NFkB inh	CHOP UPR activ	UPR XBP1 act	tim10-1 inh
CN(C)S(=O)(=O)Nc1ccc(Oc2ccccc2)cc1
  13	-2	15	-21	-6	-3.0	-3	25
Cc1c(Cl)cccc1NS(=O)(=O)c1ccc(-c2ccc(=O)[nH]n2)o1
  -11	20	8	-8	-4	2.3	-8	13
O=C(Nc1cc(Cl)ccc1N1CCOCC1)c1ccc(Br)o1
  15	12	10	-2	-9	2.7	-2	18
Cc1ccc(C(=O)OCC(=O)NCc2ccc3c(c2)OCO3)cc1S(=O)(=O)N1CCOCC1
  -1	-9	-3	12	17	-0.4	-3	-9
Cc1c(NC(=O)CN2c3ccccc3CC2C)c(=O)n(-c2ccccc2)n1C (centres undefined)
  -4	-35	10	3	-7	-1.6	-1	6
CN(CCc1ccccn1)Cc1ccc(Cl)cc1
  -11	15	-10	26	4	-0.7	-2	11
O=C(NCCCN1CCOCC1)C(=O)NCC1OCCN1S(=O)(=O)c1cc(F)ccc1F (centres undefined)
  -6	22	2	5	-1	1.3	-1	7
C=CCN1C(=O)c2ccc(C(=O)N(CC)CC(=O)Nc3cc(Cl)ccc3C)cc2C1=O
  3	6	9	-8	14	0.7	1	1
